# Bioassay records as filed in PubChem BioAssay.
# MT1-MMP act inh = blocks activation of human MT1-MMP; HT1080 RFP-PRO-GFP cells, GFP/RFP ratio fluorescence, overnight; percent of plate control window, DMSO zero; GFP/RFP ratio change, % at 20 µM; hit rate 0.061% among 360,000; AID 651647;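 active = GFP/RFP ratio change of at least 30% with cell ATP level not reduced by more than half and red fluorescence within 50% of control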; note: strong numbers were not always called active
#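 system = RFP-PRO-GFP reporter HT1080 cells | dosing = 20 µM single dose, 1% DMSO | timing = overnight cell settling, then overnight compound exposure, 37 °C, 5% CO2 | read-out basis = GFP/RFP fluorescence ratio | controls = DMSO and RFP-L50D-GFP cell wells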
# MLLE-PAM2 inh = blocks PAM2 peptide binding to the PABP1 MLLE domain; P11940; GST-MLLE / FITC-PAM2 fluorescence polarization; inhibition, % at 20 µM; hit rate 0.36% among 360,000; AID 588489; in the data active = inhibition above about 35%, passing the limit was not always enough;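 note: plate controls were DMSO wells with GST-MLLE for no effect and wells lacking GST-MLLE protein for full effect; some results filed as inactive read as strong as hits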
# MsrA act = bovine methionine sulfoxide reductase A activation; purified bovine MsrA, absorbance read-out; activation, % at 10.6 µM; hit rate 0.3% among 360,000; AID 602163; in the data active = activation above about 7.5%;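 note: 0% = vehicle and 100% = reference activator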
# Rin1 Abl inh = blocks binding of human Rin1 to Abl; P00519+Q13671; TR-FRET Rin1/Abl binding, biochemical; inhibition, % at 7.35 µM; hit rate 0.4% among 360,000; in the data active = inhibition above about 5%, passing the limit was not always enough
# MsrA inhibitor = inhibitors of bovine MsrA; hit rate 0.75% among 360,000; purified bovine MsrA, absorbance read-out; inhibition, % at 15.5 µM; AID 651718; in the data active = inhibition above about 4.5%;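 note: 0% = vehicle wells with enzyme and 100% = reference inhibitor wells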
# eLon inh = inhibitors of E. coli Lon protease; hit rate 0.42% among 360,000; inhibition, % at 7.94 µM; purified E. coli Lon protease, fluorescence polarization; AID 602123; P0A9M0; in the data active = inhibition above about 13%, passing the limit was not always enough;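 note: 0% = enzyme with probe and DMSO and 100% = no enzyme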
# FAS TE block = FAS thioesterase (human) inhibition; recombinant FAS-TE, OMFH fluorogenic substrate, fluorescence endpoint; hit rate 0.67% among 360,000; P49327; inhibition, % at 15 µM;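 active = compounds whose normalised, plate-corrected inhibition of enzyme fluorescence in the single-dose primary screen is 50% or more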;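 note: 0% = DMSO with enzyme and 100% = substrate without enzyme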
# CSN inh = inhibitors of human CSN-mediated cullin deneddylation. AID 651999. Purified CSN, SCF-Nedd8-OG deneddylation, fluorescence polarization. hit rate 0.38% among 360,000. inhibition, % at 12.5 µM;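 active = pattern-corrected inhibition above about 35%, with an unprinted fluorescence ratio check between 0.5 and 1.5, limit read from the data, passing the limit was not always enough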;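 note: 0% = enzyme with substrate and 100% = substrate without enzyme; some results filed as inactive read as strong as hits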
#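 Schedule: reaction 90 min, room temperature / Assay system: HEK293T-derived human Csn5 enzyme / Input: Csn5 at 0.24 nM final / Measure: inhibition of Csn5 cleavage, % / Control set: substrate-only high control, full reaction low control / Technique: fluorescence polarization of the substrate / Buffer or medium: Tris/NaCl/DTT buffer, pH 7.5 / Reagent: SCFSkp2-Nedd8OG substrate at 10 nM final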
# Rpn11 block = inhibitors of human proteasome Rpn11; human 26S proteasome, Ub4-pepOG fluorescence polarization; 20S core pre-blocked with epoxomicin; calls only at 20 µM; O00487; hit rate 0.59% among 360,000;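 active = inhibition at 20 µM, scaled to each plate's controls, above about 33%, limit read from the data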
# * marks the source's active call; other numbers are inactive results; i = inactive; nt = not tested or not shown.
SMILES,MT1-MMP act inh,MLLE-PAM2 inh,MsrA act,Rin1 Abl inh,MsrA inhibitor,eLon inh,FAS TE block,CSN inh,Rpn11 block
COc1ccccc1Nc1nn2c(=O)c3ccc(C(=O)N4CCCCC4)cc3nc2s1,2,5,-1,1,0.6,-3,38,3,i
O=C(NCc1ccccc1)[C@@H]1CCCN1C(=O)[C@@H]1CCCN1C(=O)c1ccc(Cl)cc1Cl,5,nt,-3,nt,-0.4,-9,-2,-7,nt
CCOC(=O)c1sc2ncnc(N3CCN(CC)CC3)c2c1C,5,9,-3,-6,1.7,13,-3,-5,i
CCCCN(C(=O)c1ccccc1OCc1ccc(F)cc1)c1c(N)n(CC(C)C)c(=O)[nH]c1=O,-4,4,-7,2,-0.1,-25,2,-3,i
CNC(=O)n1cc(C)c(-c2cccs2)n1,2,0,1,-10,-0.2,0,-5,2,i
COc1ccc(C(=O)c2ccc(OC)c3cccc(O)c23)cc1OC,0,12,-1,1,0.9,-5,0,-1,i
Cc1cccc(N(CC(=O)N2CCCC2)S(C)(=O)=O)c1C,0,-1,-4,0,0.5,3,-4,-4,i
O=S(=O)(c1ccc(N2CCCCCC2)nc1)N1CCCC1,0,13,-3,6,1.2,6,4,3,i
Cc1ccc(NC(=S)N=Nc2c(O)n(C)c3ccc(S(=O)(=O)N4CCOCC4)cc23)cc1,19,26,-2,-3,1.2,3,59*,10,i
Cc1ccc(C)c(NC(=O)CN(C)C(=O)Cn2c(=O)oc3ccccc32)c1,-10,-35,-5,-4,0.4,-32,-1,4,i
COc1cccc(N2C(=O)CC(N3CCc4ccccc43)C2=O)c1 (stereo not given),8,14,-1,4,-0.2,-6,4,2,i
Cc1ccccc1NC(=O)N1c2ccccc2CC1C (stereo not given),0,3,-4,6,0.4,7,-8,4,i
Cc1ccc(-n2c(SCC(=O)N3CCOCC3)nnc2-c2ccncc2)cc1,-1,-6,-9,0,1.6,3,-15,3,i
Nn1c(SCc2cccc(Cl)c2)nnc1-c1ccncc1,3,-14,-2,1,1.4,0,-6,4,i
COc1ccc(CCNC(=O)c2cccc(NC(=O)CC3SC(N4CCCCC4)=NC3=O)c2)cc1OC (stereo not given),1,-13,7,-3,0.0,-8,-1,-2,i
O=C(CCS(=O)(=O)c1cccc2nonc12)N1CCOCC1,0,12,-1,-2,0.9,4,-2,-1,i
CN(C)c1ccc(C2C3C(=O)NC(=O)C3ON2c2ccc(Cl)cc2)cc1 (stereo not given),-2,4,-1,-2,0.9,2,5,-6,i
Cn1c(=O)c2c(O)c(Cc3ccccc3)c(=O)n(C)c2n(C)c1=O,6,11,0,3,0.3,7,3,0,i
CCOC(=O)C1CSC(CC(=O)Nc2ccc(Cl)c(Cl)c2)C(=O)N1 (stereo not given),-5,14,0,2,0.5,-10,5,0,i
CCOC(=O)C1CCN(S(=O)(=O)c2ccc(Cl)cc2)CC1,1,8,-5,2,-0.7,-7,3,5,i
Cc1ccccc1C(=O)Nc1cccc(C(=O)N/N=C/c2ccccn2)c1,1,9,-2,-2,0.8,0,-3,0,i
Cc1c(C(=O)N(C)CC(=O)Nc2cccc(F)c2)oc2c(Cl)cccc12,6,8,-6,4,1.0,-1,18,-3,i
COC(=O)[C@@]1(C(C)C)N=C(c2cc(OC)c(OC)c(OC)c2)[C@]2(O1)C(=O)N(C)c1ccc(Cl)cc12,2,nt,-1,nt,-1.2,1,6,2,nt
COc1cc(/C=C(\C#N)C(=O)NCC2CCCO2)ccc1O (stereo not given),8,-19,-2,-4,2.2,-18,-8,1,i
O=C(NC(=O)c1ccccc1O)c1ccc2c(c1)CCO2,-1,2,-4,0,-0.2,-3,-2,-1,i
COc1ccccc1N1CCN(S(=O)(=O)CCNC(=O)c2cccc(F)c2)CC1,13,5,-4,3,0.6,0,-1,3,i
CCCC1=Nc2cc(C(=O)NCCN3CCOCC3)ccc2Sc2ccc(C)cc21,0,-7,1,-3,1.2,5,-3,1,i
Cc1cccc(Nc2nc(N)c(C#N)c(CC#N)c2C#N)c1,0,-27,-5,-7,4.6*,-15,10,5,i
Cc1cccc(Cl)c1OCCN1CCCC1,-1,9,-7,4,-0.1,11,-4,0,i
Cn1nc(C(=O)Nc2ccc3c(c2)OCCO3)cc1C(=O)O,5,4,-2,-1,nt,8,-3,-3,i
O=c1ccn(Cc2ccccc2)c2ccccc12,1,0,-4,0,0.8,9,-11,2,i
CC(=O)Nc1ccc2nc(-c3ccccn3)[nH]c2c1,6,4,-13,-4,1.5,-1,-10,-2,i
CC1C(=O)NN=C1C(=O)N/N=C\C(Br)=C\c1ccccc1 (stereo not given),7,-10,-6,0,5.7*,2,-4,0,i
O=C(NCc1ccco1)C1CCCN(S(=O)(=O)c2cnc[nH]2)C1 (stereo not given),1,0,-3,-1,-0.3,-2,-9,-5,i
COCc1nc(-c2ccc(-c3ccc(OC)cc3)nc2OC)no1,0,-5,-6,0,1.0,-5,8,2,i
CC(=O)c1ccc(OC(=O)N(c2ccccc2)c2ccccc2)cc1,0,-11,-5,0,0.5,-5,9,1,i
NS(=O)(=O)c1ccc(CCNC(=O)CSCC(=O)Nc2ccc(Cl)cc2)cc1,-2,14,-8,0,-0.2,-9,-4,3,i
CCCCc1ccc(-c2nc(N)n[nH]2)cc1,0,10,0,1,-0.5,-3,-5,-2,i
O=C(CCN1C(=O)C2CCCCC2C1=O)Nc1nc(-c2ccccc2)cs1 (stereo not given),4,11,-3,0,1.7,8,-2,-1,i
O=C(NCCc1nnc2ccc(NCCCN3CCOCC3)nn12)c1ccccc1F,0,-8,0,0,0.3,-11,-4,-6,i
O=[N+]([O-])C1=CC=C2C(=NC3(CCCCC3)N2O)C1=NC1CCCCC1,12,8,-2,2,-0.6,5,9,-7,i
COc1ccccc1CNC(=O)c1cnccn1,0,-6,-8,-1,-0.2,2,-1,-5,i
CCN(CC)c1ccc(CNc2nc3ccccc3n2C(C)C)cc1,-4,-3,-2,3,0.3,-5,3,0,i
CC(C)(C)NC(=O)C(c1ccncc1)N(C(=O)c1csnn1)c1ccccc1 (stereo not given),1,6,-11,-1,1.1,5,-12,2,i
O=C(/C=C/c1ccc(F)cc1)NC(=S)NNC(=O)[C@H]1C[C@@H]1c1ccccc1,5,-35,-1,-1,0.3,4,8,-1,i

# Arranged by number of heavy atoms (rising): part of the list above.
SMILES,MT1-MMP act inh,MLLE-PAM2 inh,MsrA act,Rin1 Abl inh,MsrA inhibitor,eLon inh,FAS TE block,CSN inh,Rpn11 block
CC(=O)Nc1ccc2nc(-c3ccccn3)[nH]c2c1,6,4,-13,-4,1.5,-1,-10,-2,i
O=C(NCc1ccco1)C1CCCN(S(=O)(=O)c2cnc[nH]2)C1 (stereo not given),1,0,-3,-1,-0.3,-2,-9,-5,i
O=[N+]([O-])C1=CC=C2C(=NC3(CCCCC3)N2O)C1=NC1CCCCC1,12,8,-2,2,-0.6,5,9,-7,i

# New compounds follow
SMILES,MT1-MMP act inh,MLLE-PAM2 inh,MsrA act,Rin1 Abl inh,MsrA inhibitor,eLon inh,FAS TE block,CSN inh,Rpn11 block
CCc1ccc(/C(C)=N\Nc2ccc([N+](=O)[O-])cc2)cc1,-31,-79,-3,-2,0.7,-50,4,15,i
O=C(CSc1n[nH]c(=O)[nH]c1=O)c1ccc([N+](=O)[O-])cc1,7,17,-5,-2,0.9,1,-1,0,i
CC(C)(C)c1ccc(C(CC(=O)O)NC(=O)C23CC4CC(CC(C4)C2)C3)cc1 (stereo not given),5,-1,-9,2,-0.9,-11,0,0,i
O=C(NC1CCCc2c1cnn2-c1cc(F)cc(F)c1)c1ccc[n+]([O-])c1 (stereo not given),1,6,-5,-2,1.3,11,-6,2,i
Cc1cc(C)nc(-n2ncc3c2CCCC3=O)n1,-3,-16,-6,3,0.6,-9,-3,-8,i
COc1ccc(S(=O)(=O)Nc2ccccc2C(=O)N2CCCCC2)cc1C,-4,-10,-3,-2,-1.4,3,-1,-4,i
C/C(=N\NS(=O)(=O)c1ccccc1)c1cc(Cl)cc(Cl)c1O,0,-1,-2,0,0.7,-11,4,1,i
Cc1ccc(NS(=O)(=O)c2cccc(C(=O)NCC(c3ccco3)N3CCCC3)c2)cc1 (stereo not given),0,-8,-9,1,0.0,-16,2,5,i
CC(C)OCc1ccc(C(=O)N2CCN(CC(=O)N3CCCC3)CC2)cc1,-2,-6,-1,5,0.1,0,-7,1,i
CC(C)(C)N1C(=O)c2ccc(C(=O)Nc3cc(C(=O)O)cc(C(=O)O)c3)cc2C1=O,-2,3,-3,-2,-0.6,-5,15,-5,i
COc1ccc(C(=O)Oc2ccc3c(c2)OCO3)cc1OC,-2,-2,-2,-6,0.2,4,2,1,i
C[C@]12C=CC(=O)C=C1CC[C@H]1[C@@H]3C[C@@H](O)[C@](O)(C(=O)CO)[C@@]3(C)C[C@H](O)[C@@]12F,2,7,0,0,1.1,7,0,-5,i
Cc1c(Cc2ccccc2)c(=O)oc2cc(OCc3ccc(C(=O)O)cc3)ccc12,0,4,-7,8,-1.5,-1,-15,-3,i
O=C(CCn1c(=S)[nH]c2ccccc2c1=O)NCCCN1CCOCC1,-9,13,-11,-4,-0.6,7,-6,-1,i
COc1ccc(CCNC(=O)C2CCN(C(=O)c3ccc(OC)c(OC)c3)CC2)cc1,4,0,-11,2,-1.8,-6,-3,-1,i
CCOC(=O)c1ccc2[nH]c(C)c(CN3CCN(C)CC3)c(=O)c2c1,-4,2,-1,-2,-0.6,-6,-5,-1,i
Cn1c(=O)c2c(-c3ccc(C(C)(C)C)cc3)n(CC3CCCO3)cc2n(C)c1=O (stereo not given),5,3,-2,-6,1.3,-6,-7,-4,i

# Record cards, as listed above. Order of values: MT1-MMP act inh | MLLE-PAM2 inh | MsrA act | Rin1 Abl inh | MsrA inhibitor | eLon inh | FAS TE block | CSN inh | Rpn11 block
# CCc1ccc(/C(C)=N\Nc2ccc([N+](=O)[O-])cc2)cc1 reads -31 | -79 | -3 | -2 | 0.7 | -50 | 4 | 15 | i
# O=C(CCn1c(=S)[nH]c2ccccc2c1=O)NCCCN1CCOCC1 reads -9 | 13 | -11 | -4 | -0.6 | 7 | -6 | -1 | i
# O=C(NC1CCCc2c1cnn2-c1cc(F)cc(F)c1)c1ccc[n+]([O-])c1 (stereo not given) reads 1 | 6 | -5 | -2 | 1.3 | 11 | -6 | 2 | i
# CCOC(=O)c1ccc2[nH]c(C)c(CN3CCN(C)CC3)c(=O)c2c1 reads -4 | 2 | -1 | -2 | -0.6 | -6 | -5 | -1 | i
# COc1ccc(S(=O)(=O)Nc2ccccc2C(=O)N2CCCCC2)cc1C reads -4 | -10 | -3 | -2 | -1.4 | 3 | -1 | -4 | i
